# Bioassay records as filed in PubChem BioAssay.
# TWEAK-Fn14 inh: inhibitors of TWEAK-Fn14 interaction signaling; TWEAK-stimulated Fn14 reporter cells, luciferase luminescence, 8 h; inhibition, % at 10 µM; 360,000 tested, 2% active; in the data active means inhibition above about 50%
# KKLEB cytotox: counter-screen for CF NF-kB inhibitors: cytotoxicity; KKLEB CF airway cells viability, ATPlite luminescence, overnight; active compounds read low; cells stimulated with P. aeruginosa culture filtrate; activity change (cytotoxicity), % at 5 µM; 360,000 tested, 0.36% active; AID 602141;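 active means corrected activity change at or below -50% at 5 µM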
# TRAIL sens C8: sensitizes caspase-8 expressing cells to TRAIL. inhibition (viability loss, TRAIL sensitization), % at 10 µM. NB7+C8 cells + TRAIL, ATPlite viability luminescence. 360,000 tested, 1% active;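 active means compounds causing at least 50% loss of cell viability in the single-dose screen, relative to plate controls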
# NR5A2 inv ag: inverse agonists of human LRH-1 (NR5A2) | O00482 | HEK293T StAR-luciferase reporter, LRH-1 transfected, 24 h | AID 602396 | inhibition, % at 3.6 µM | 360,000 tested, 0.13% active;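 active means inhibition above the mean inhibition of all tested compounds plus 3 SD, cut at about 73% in these data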;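 further: 0% = DMSO wells and 100% = reporter-only cells lacking LRH-1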
# SRC3 inh: human NCOA3 inhibition | Q9Y6Q9 | HEK293 GAL4-SRC3 luciferase reporter, luminescence | inhibition, % at 3.6 µM | 360,000 tested, 0.17% active;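 active means inhibition above a per-campaign cutoff, the mean of all compounds plus 3 SD, cut at about 60% in these data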;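 further: 0% = DMSO-treated cells and 100% = gossypol-treated cells at 36 µM; higher means less SRC3-driven luciferase light from the GAL4 reporter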
# Target sequence (Q9Y6Q9 whole entry, looked up, the tested form may be a part): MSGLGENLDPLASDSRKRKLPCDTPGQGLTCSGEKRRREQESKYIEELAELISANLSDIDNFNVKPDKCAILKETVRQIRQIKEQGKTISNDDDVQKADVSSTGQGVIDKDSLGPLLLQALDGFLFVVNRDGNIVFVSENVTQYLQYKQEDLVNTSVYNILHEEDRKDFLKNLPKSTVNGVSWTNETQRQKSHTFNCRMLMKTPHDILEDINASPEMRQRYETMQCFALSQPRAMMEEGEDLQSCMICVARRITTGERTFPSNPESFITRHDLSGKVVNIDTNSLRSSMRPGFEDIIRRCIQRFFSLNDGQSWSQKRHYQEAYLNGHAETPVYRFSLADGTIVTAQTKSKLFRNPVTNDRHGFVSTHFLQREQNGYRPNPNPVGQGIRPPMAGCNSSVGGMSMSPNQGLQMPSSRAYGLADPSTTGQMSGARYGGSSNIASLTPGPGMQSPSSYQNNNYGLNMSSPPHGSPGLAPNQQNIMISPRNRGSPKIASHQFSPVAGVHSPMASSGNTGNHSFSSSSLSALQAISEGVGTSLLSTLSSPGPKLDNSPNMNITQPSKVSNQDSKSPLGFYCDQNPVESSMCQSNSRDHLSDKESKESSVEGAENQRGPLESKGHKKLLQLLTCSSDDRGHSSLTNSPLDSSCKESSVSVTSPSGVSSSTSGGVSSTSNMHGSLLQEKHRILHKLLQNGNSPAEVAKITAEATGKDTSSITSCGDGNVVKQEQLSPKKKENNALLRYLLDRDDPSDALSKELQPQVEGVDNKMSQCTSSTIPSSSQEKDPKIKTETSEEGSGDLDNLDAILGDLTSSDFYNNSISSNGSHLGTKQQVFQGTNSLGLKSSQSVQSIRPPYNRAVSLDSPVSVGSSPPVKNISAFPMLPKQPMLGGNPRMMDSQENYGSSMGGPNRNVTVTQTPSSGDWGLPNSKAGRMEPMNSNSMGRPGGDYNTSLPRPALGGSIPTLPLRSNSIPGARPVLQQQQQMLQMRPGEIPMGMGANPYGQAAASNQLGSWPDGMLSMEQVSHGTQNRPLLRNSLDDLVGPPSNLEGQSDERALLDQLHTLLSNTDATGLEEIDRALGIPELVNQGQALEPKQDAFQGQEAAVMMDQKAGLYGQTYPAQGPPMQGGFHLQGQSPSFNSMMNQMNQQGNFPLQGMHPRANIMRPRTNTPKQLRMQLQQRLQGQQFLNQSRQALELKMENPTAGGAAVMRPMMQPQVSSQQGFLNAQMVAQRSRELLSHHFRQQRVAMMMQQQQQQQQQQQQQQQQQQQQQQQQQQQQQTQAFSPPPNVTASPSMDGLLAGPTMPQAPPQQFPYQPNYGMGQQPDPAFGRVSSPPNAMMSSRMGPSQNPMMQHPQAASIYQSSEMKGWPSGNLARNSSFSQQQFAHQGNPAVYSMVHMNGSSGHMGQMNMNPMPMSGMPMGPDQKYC
# Shn3 inh set2: Schnurri-3 reporter inhibition in Clone20 osteoblasts. Clone20 osteoblast Shn3 3'UTR firefly luciferase, 24 h. inhibition, % at 12.5 µM. 360,000 tested, 0.52% active. AID 588674;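 active means mean inhibition of at least 75% with every replicate also reaching 75%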;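 further: 0% = median of neutral control wells and 100% = pilot-screen positive control compound; some compounds past the cut are filed as inactive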
# TROY NFkB inh: TROY signaling inhibition | Q293 LMP1-TROYcd NF-kB luciferase reporter, 4 h | inhibition, % at 10 µM | 360,000 tested, 0.98% active;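 active means compounds whose plate-normalised and pattern-corrected inhibition of the luciferase reporter signal at the single screening dose is 50% or more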
# CF NFkB inh: cystic fibrosis NF-kB activation inhibition; KKLEB NF-kB-GFP reporter, PAF-induced, GFP fluorescence overnight; inhibition, % at 5 µM; 360,000 tested, 0.86% active; AID 588850;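 active means at least 50% inhibition at 5 µM, scaled per plate between neutral and stimulator controls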;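 further: PAF is a Pseudomonas aeruginosa culture filtrate used as stimulus; plate controls were PAF-stimulated DMSO wells for no effect and unstimulated DMSO wells for full effect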
# NR2F2 inh: inhibitors of human COUP-TFII (NR2F2); P24468; HEK293T NGFI-A luciferase reporter, luminescence; inhibition, % at 8.6 µM; 370,000 tested, 0.7% active;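 active means inhibition above a per-plate cutoff, mean inhibition of test wells between control levels plus 3 SD, cut at about 38% in these data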;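 further: cells cotransfected with COUP-TFII expression vector driving the NGFI-A reporter; 0% = median of COUP-TF2 test wells and 100% = reporter-only cells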
# LMP1 NFkB inh: reduces LMP1-driven NF-kappaB luciferase signal; inhibition, % at 12.5 µM; LMP1-induced NF-kappaB luciferase reporter cells, luminescence; 350,000 tested, 0.69% active; AID 504558; in the data active means inhibition above about 41%;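 further: 0% = neutral control wells and 100% = reference inhibitor control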
# SRC1 inh: inhibitors of human steroid receptor coactivator 1 (SRC1) | HEK293 GAL4-SRC1 luciferase reporter, luminescence | AID 588354 | inhibition, % at 3.6 µM | 360,000 tested, 0.12% active;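 active means inhibition above the campaign mean plus 3 SD, with each screening campaign given its own cutoff, cut at about 60% in these data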;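 further: 0% = DMSO treated cells and 100% = gossypol at 36 µM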
# * marks the source's active call; other numbers are inactive results; . = no result given.
SMILES,TWEAK-Fn14 inh,KKLEB cytotox,TRAIL sens C8,NR5A2 inv ag,SRC3 inh,Shn3 inh set2,TROY NFkB inh,CF NFkB inh,NR2F2 inh,LMP1 NFkB inh,SRC1 inh
O=C(NCc1ccccc1)c1c(O)c2cccc3c2n(c1=O)CCC3,-6,1,-10,-1,7,19,2,-3,-18,2,-1
Cc1ccc(S(=O)(=O)CC(=O)Nc2nnc(C(C)C)s2)cc1,16,-9,5,-5,-3,8,4,-4,11,-1,-12
Fc1cccc(F)c1-c1nc(-c2ccncc2)no1,-13,2,-1,-69,-53,-20,-24,-17,-37,-7,-63
CCc1nc2ccc(C(=O)Nc3cccc(OCC(=O)N(C)C)c3)cn2c1N(CC)CCOC,-5,5,-8,10,11,25,-3,-7,-8,.,21
Cc1nc(NC(=O)c2ccc3c(c2)OCCO3)ccc1Br,30,2,22,-137,-75,-40,-34,-4,-50,-28,-98
CCOC(=O)c1sc(N)c(C(=O)OC)c1C,-3,10,0,-32,-18,-27,-40,-6,-16,-16,-1
COC(=O)c1sccc1NC(=O)CN1CCN(c2ccc(F)cc2)CC1,22,-8,3,-15,-9,9,.,19,-8,-2,6
Brc1ccc(-c2c(-c3ccsc3)sc3ccccc23)cn1,-2,9,4,5,-2,-10,-21,-1,-7,-10,-3
CCOC(=O)C1CCN(C(=O)CCc2ccc(S(=O)(=O)NCC(C)C)cc2)CC1,2,-5,18,-6,2,18,-13,9,8,1,6
COc1ccc(NC(=O)C2C3C=CC(O3)C2C(=O)O)cc1 (stereo not drawn),5,-2,-3,-9,-1,-1,-26,-2,-4,-6,4
COc1ccc(C(=O)N(CC2CCCO2)C(C(=O)NCCC(C)C)c2ccc(C)cc2)cc1OC (stereo not drawn),6,-5,-7,-15,12,-9,17,-13,-9,-12,-2
COc1ccc(C(O)c2nccn2Cc2ccccc2)cc1OC (stereo not drawn),3,11,-1,19,16,36,-12,8,15,7,6
CCC(NC(=O)c1ccccc1NC(=O)c1ccccc1)C(=O)NNC(=O)CSc1nc2ccccc2o1 (stereo not drawn),-1,15,-6,-1,-7,-18,-14,2,-20,-6,0
CC(=O)c1cccc(CN2CCC(n3nccc3NC(=O)CCCc3ccccc3)CC2)c1,-21,3,-3,12,2,6,2,-21,-5,0,9
C#CCN1C=C(C(=O)OCC)C(C)N(Cc2ccccc2I)S1(=O)=O (stereo not drawn),30,-9,4,6,12,14,7,2,16,10,6
CCc1ccc(CCC(=O)Nc2ncc(Cc3ccccc3Cl)s2)o1,6,-33,-14,26,2,-11,-3,46,-46,0,-59
COc1ccc(Cl)cc1Cn1c(C)c(C(=O)NCc2ccc(F)cc2)sc1=O,-6,-8,-5,0,-12,17,12,13,0,.,-3
CCc1nnc(NC(=O)CCCSc2nc3ccccc3[nH]2)s1,7,-17,-8,-23,8,6,9,15,0,7,-19
COCCN(CC(=O)NCC1CCCO1)C(=O)CCC(=O)Nc1cc(C)on1 (stereo not drawn),-5,-3,12,-9,-7,-4,7,-3,5,-6,15
CCc1ccc(/C=N\NC(=O)c2ccc(Br)o2)s1,-15,2,35,-118,-86,-78,-121,4,-61,-10,-102
Cc1ccc2oc(-c3cccc(NC(=O)c4ccccn4)c3)nc2c1,-41,10,-10,-32,-34,-53,-26,-20,-40,-1,-44
O=C1COc2ccc(C(=O)COc3ccc(Cl)cc3Br)cc2N1,10,0,-29,3,-14,-11,7,6,14,-9,-2
CC1=C(C#N)C(c2ccc(O)cc2)C2=C(CC(C)(C)CC2=O)N1 (stereo not drawn),15,2,-7,-2,-3,5,-6,-3,-2,7,8
CN(CC(=O)Nc1ccccc1Cl)C(=O)COC(=O)c1ccccc1[N+](=O)[O-],-16,4,3,-3,12,-12,-9,-14,.,-8,24
CCCOCC1CC(CCc2nc(=S)[nH][nH]2)C(=O)O1 (stereo not drawn),13,10,16,7,8,8,5,-4,1,4,1
COC(=O)C1(C(=O)OC)C/C=C\CCN(S(=O)(=O)c2ccccc2[N+](=O)[O-])CC1,10,.,-11,3,.,.,1,.,-9,.,.
Cc1cc(=O)n(C)c(=O)n1CCCCCN1CCCC1,-16,4,14,8,0,2,2,-3,-15,-8,-2
COCCCN(C(=O)Cc1ccc(S(=O)(=O)N2CCOCC2)s1)c1c(N)n(Cc2ccccc2)c(=O)[nH]c1=O,-1,3,10,4,9,5,3,1,-5,1,-12
O=C(O)Cc1sc(NCc2ccco2)nc1-c1ccccc1,11,-2,-12,12,5,11,4,-13,6,0,3
Cc1ccc(SCC(=O)Nc2cc([N+](=O)[O-])ccc2O)cc1,-19,21,10,-10,1,-39,41,38,3,-8,-9
Cc1oc2c(C)c3oc(=O)c4c(c3cc2c1C)CCCC4,-11,-4,26,16,-3,24,-12,24,14,8,-11
COc1cc(COc2ccc3c(C)c(Cc4ccccc4)c(=O)oc3c2C)cc(OC)c1OC,37,5,8,-7,11,46,25,-2,19,7,2
CC(=O)c1cccc(NC(=O)CN(c2ccccc2F)S(C)(=O)=O)c1,11,6,-7,-1,-4,-9,-1,-8,6,-7,12
C=CCOc1cccc(NC(=O)c2ccccc2SC)c1,-16,-3,-4,21,24,-8,-20,-11,-2,1,-4
COc1cccc(/C=C/C(=O)OCCN2C(=O)c3ccccc3C2=O)c1,8,-1,10,-2,4,-8,-2,-2,-13,-2,0
CCOc1cc(NC(=S)NCCCN2CCOCC2)c(OCC)cc1NC(=O)c1ccc(C)cc1,11,1,-6,-11,5,0,1,16,-15,5,1
CSc1nc(-c2ccco2)nn1C(=O)c1ccccc1,6,-7,-25,0,3,-12,21,13,8,6,0
O=C(O)CSCNC(=O)CC12CC3CC(CC(C3)C1)C2,1,-7,9,18,12,-4,-5,0,0,0,-15
COCC(C)n1c(C)cc(C(=O)CSc2nc(C)c(C)c(C)n2)c1C (stereo not drawn),6,-4,8,0,12,13,3,10,1,2,-3
Nc1ccc(S(=O)(=O)Nc2ccc(Cl)nn2)cc1,7,9,-1,10,-22,.,10,-11,4,3,-16
Cc1ccc(-c2ccc(=O)n(CC(=O)NCCN3C(C)CCCC3C)n2)cc1 (stereo not drawn),-7,8,-1,-9,4,5,2,-12,8,-2,-24
O=C(NC1CCCC1)C(c1cccnc1)N(C(=O)c1ccco1)c1cccc(F)c1 (stereo not drawn),-17,0,2,-17,0,-13,-17,-10,5,-2,7
CCOc1ccc(C(=O)Nc2cc(NC(=O)c3ccc(OCC)c(Cl)c3)cc(C(=O)O)c2)cc1Cl,-23,4,-1,-7,2,-11,43,-2,-11,-4,7
CNc1nnc(-c2cc3ccccc3oc2=O)s1,18,15,21,-125,-118,-47,-51,-26,-35,-21,-124
Cc1cc(C)cc(NC(=O)COC(=O)[C@@H](NC(=O)c2ccco2)C(C)C)c1,-26,8,-12,-1,-21,-14,-12,14,21,-10,5
CN1CCN(c2ccc(NC(=O)c3ccc4c(c3)OCO4)cc2)CC1,-7,-4,-5,-92,-71,-73,-46,-3,-26,-8,-73
CCC(CC)NC(=O)COC(=O)c1ccc(OCc2ccc(C(C)=O)cc2OC)c(OC)c1,-12,0,-5,5,-8,0,5,19,-12,7,7
COc1ccccc1C(=O)NNC(=O)Cc1ccccc1,-5,15,14,6,-6,-13,-7,-12,-2,2,-36
NC(=O)CC1C(=O)N(c2ccc(F)cc2)C(=O)N1NC(=O)CCc1ccccc1 (stereo not drawn),-24,3,-19,7,21,3,3,10,16,1,4
CSc1cc(C)n(-c2ccc(Cl)cc2)c(=S)c1C(C)=O,12,1,-3,2,-8,1,14,-2,-6,0,-14
Clc1ccccc1-c1ncc2ccccn12,-5,1,-6,-7,3,-19,-11,11,-12,-10,-8
CCOC(=O)c1sc(=S)n(C)c1NC(=O)c1ccc(C(C)(C)C)cc1,-30,-5,13,-4,17,-8,39,14,21,-11,-12
C=CCn1c(SCc2ccc(C#N)cc2)nnc1-c1cccc(OC)c1,-19,6,-1,-8,19,5,-15,3,15,-4,4
O=C(CCNS(=O)(=O)c1ccccc1)NNC(=O)COc1ccc(Cl)cc1,-1,0,4,1,3,-12,-10,16,0,5,-2
CC(C)(C)OC(=O)C[C@H]1C/C=C\C[C@@H](CC(=O)N[C@@H](CO)Cc2ccccc2)C(=O)NCCOC1=O,-1,-3,-5,-11,-16,-5,10,-38,16,4,-3
Cc1cc(S(=O)(=O)NC2CCN(Cc3ccccc3)CC2)c(C)cc1Cl,7,-10,26,-27,11,35,-11,8,16,-3,3
CC(Sc1nc(-c2ccccc2)cc(C(F)(F)F)n1)C(=O)N1CCCC1 (stereo not drawn),-5,11,4,11,8,13,0,-39,12,0,4
COc1cc(C(=O)Oc2cccc(C(=S)N3CCOCC3)c2)cc(OC)c1OC,-11,24,-5,10,-2,-1,-12,-8,1,8,12
CN1C(=O)CC(c2ccccc2)C1=O (stereo not drawn),0,-2,-7,13,4,-15,1,15,6,0,-1
O=C(CSc1ccc2nnc(-c3ccncc3)n2n1)NCC1CCCO1 (stereo not drawn),9,2,-5,1,4,3,-13,12,1,-1,-23

# Profiles as entered above. Screens in order: TWEAK-Fn14 inh | KKLEB cytotox | TRAIL sens C8 | NR5A2 inv ag | SRC3 inh | Shn3 inh set2 | TROY NFkB inh | CF NFkB inh | NR2F2 inh | LMP1 NFkB inh | SRC1 inh
# Listed for COc1cc(C(=O)Oc2cccc(C(=S)N3CCOCC3)c2)cc(OC)c1OC : -11 | 24 | -5 | 10 | -2 | -1 | -12 | -8 | 1 | 8 | 12
# Listed for CCOC(=O)c1sc(N)c(C(=O)OC)c1C : -3 | 10 | 0 | -32 | -18 | -27 | -40 | -6 | -16 | -16 | -1
# Listed for C=CCOc1cccc(NC(=O)c2ccccc2SC)c1 : -16 | -3 | -4 | 21 | 24 | -8 | -20 | -11 | -2 | 1 | -4

# The list continues.
SMILES,TWEAK-Fn14 inh,KKLEB cytotox,TRAIL sens C8,NR5A2 inv ag,SRC3 inh,Shn3 inh set2,TROY NFkB inh,CF NFkB inh,NR2F2 inh,LMP1 NFkB inh,SRC1 inh
CCOC(=O)/C(C#N)=C/c1ccc(N2CCN(Cc3ccccc3)CC2)cc1,-1,8,9,13,-3,-7,17,-11,8,2,-13
O=C(O)c1cccc(Nc2nc(-c3ccccc3)nc3ccccc23)c1,5,-3,-3,5,6,10,0,-11,-16,-5,-8
Cc1cc(-n2cccn2)ccc1CN1CCN(CC(C)C)C(CCO)C1 (stereo not drawn),-7,-6,6,12,17,-5,-18,-4,12,4,13
CC(O/N=C(\N)c1ccccc1)C(=O)Nc1cccc(C(F)(F)F)c1 (stereo not drawn),23,-20,2,-17,16,-9,6,7,6,-5,-15
COc1ccc(C(C)=O)cc1CN1C(=O)C(C)N(c2ccc(C)cc2)C1=O (stereo not drawn),-3,9,-26,-2,-3,15,4,-11,11,6,-2
CC(=O)c1c(C)[nH]c(C(=O)OCc2ccc(Br)cc2)c1C,26,3,25,-23,-22,20,-8,-23,5,-8,-5
CC(=O)Nc1ccc(S(=O)(=O)Nn2cnnc2)cc1,5,-11,1,-3,-7,-12,7,7,1,3,5
CCN(CC)c1ccc(C(=O)OCC(=O)NC2CCCCC2C)cc1 (stereo not drawn),-11,-6,6,-6,12,18,1,2,-4,6,3

# The list is partial. The share of hits here may be higher or lower than overall.
